Source: PubChem BioAssay
BAP1 block: human BAP1 deubiquitinase inhibition | hit rate 0.48% among 72,000 | recombinant BAP1, Ub-AMC hydrolysis fluorescence kinetic; hits give low values | activity remaining (% of control), % at 20 µM | AID 436;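 active = activity remaining at or below 50% of control, provided the compound also passes the data quality filters; inactive = the rest, including low values that fail the filters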;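 also: 100% = DMSO wells rate and 0% = substrate alone blank rate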
Target sequence (Q92560 whole entry, looked up): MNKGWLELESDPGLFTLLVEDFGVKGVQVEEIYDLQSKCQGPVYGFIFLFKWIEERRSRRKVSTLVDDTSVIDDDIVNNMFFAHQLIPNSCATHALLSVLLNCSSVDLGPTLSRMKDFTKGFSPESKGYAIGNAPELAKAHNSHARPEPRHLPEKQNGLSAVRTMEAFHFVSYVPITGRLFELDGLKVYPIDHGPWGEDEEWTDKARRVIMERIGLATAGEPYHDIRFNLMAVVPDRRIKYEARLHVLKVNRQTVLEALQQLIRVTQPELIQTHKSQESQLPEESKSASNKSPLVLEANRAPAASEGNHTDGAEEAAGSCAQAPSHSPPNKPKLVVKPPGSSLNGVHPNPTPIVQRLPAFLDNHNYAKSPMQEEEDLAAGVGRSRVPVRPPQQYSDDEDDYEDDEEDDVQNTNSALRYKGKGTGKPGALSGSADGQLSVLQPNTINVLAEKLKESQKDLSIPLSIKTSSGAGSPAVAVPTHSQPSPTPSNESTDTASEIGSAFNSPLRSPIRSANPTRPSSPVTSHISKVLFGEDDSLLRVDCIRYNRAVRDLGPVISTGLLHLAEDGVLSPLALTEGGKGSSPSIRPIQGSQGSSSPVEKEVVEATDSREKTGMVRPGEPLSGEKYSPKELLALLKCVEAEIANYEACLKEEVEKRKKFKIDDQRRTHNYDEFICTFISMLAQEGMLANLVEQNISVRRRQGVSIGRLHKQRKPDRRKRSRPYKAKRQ
HePTP inhibitor: blocks human HePTP tyrosine phosphatase | hit rate 0.64% among 110,000 | AID 521 | recombinant HePTP phosphatase activity, OD absorbance | inhibition, % at 20 µM | P35236; in the data active = inhibition above about 50%;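 also: plate controls were vehicle for no effect and reference inhibitor for full effect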
Target sequence (P35236 whole entry, looked up): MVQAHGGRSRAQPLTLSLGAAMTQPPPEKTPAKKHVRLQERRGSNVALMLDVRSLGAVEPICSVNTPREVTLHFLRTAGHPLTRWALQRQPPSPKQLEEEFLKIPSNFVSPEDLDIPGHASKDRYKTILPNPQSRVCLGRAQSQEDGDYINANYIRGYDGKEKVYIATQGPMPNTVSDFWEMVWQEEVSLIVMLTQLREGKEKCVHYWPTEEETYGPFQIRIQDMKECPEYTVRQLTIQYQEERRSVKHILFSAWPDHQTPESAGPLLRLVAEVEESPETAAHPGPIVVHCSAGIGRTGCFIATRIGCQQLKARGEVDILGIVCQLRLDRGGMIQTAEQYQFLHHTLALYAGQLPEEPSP
An asterisk follows results filed as active; / = not tested or not shown; & = joins results of further samples.

BAP1 block,HePTP inhibitor,Structure
126.6,-8.5,OC(COC1CCCCC1)CN1CCN(c2ccccc2)CC1 (configuration not stated)
101.8,-15.2,O=C(Cn1cnc2c(cnn2-c2ccc(Cl)cc2)c1=O)NC1CCCCC1
/,6.3,Cc1ccc(CC2S/C(=N\N=C\c3ccco3)NC2=O)cc1 (configuration not stated)
/,3.3,CCOC(=O)c1c(C)oc2ccc(OC(=O)N3CCOCC3)cc12
136.0,9.0,COc1ccc2c(c1OC)C(=O)N(c1ccc3c(c1)CCC3)C2=O
110.1,1.3,O=C(COC(=O)C1COc2ccccc2O1)NC(=O)NC1CCCC1 (configuration not stated)
94.0,0.2,C=CCc1ccccc1OCC(O)CN1CCN(c2ccc(C)cc2)CC1 (configuration not stated)
85.3,-2.2,CS(=O)(=O)N1CCCC(C(=O)NCCN2CCC(Cc3ccccc3)CC2)C1 (configuration not stated)
85.7,3.8,COc1ccccc1CNC(=O)CN(c1ccc(C)cc1)S(=O)(=O)c1c(C)n[nH]c1C
65.9,10.5,Cc1ccc(NC(=O)CC2C(=O)NC3CCCCC3N2C(=O)c2ccc(F)cc2)cc1C (configuration not stated)
/,2.0,CCCCNCCCCOc1cccc(OC)c1
82.3,3.5,CCOC(=O)C1=C(C)NC(C)=C(C(=O)OC)C1c1ccc([N+](=O)[O-])cc1 (configuration not stated)
111.8,6.8,Cn1c(C(=O)NCCN2CCOCC2)cc2sccc21
/,-8.3,COC(=O)C1=C(C)NC2=C(C(=O)CC(c3ccccc3Cl)C2)C1c1ccc(Cl)cc1 (configuration not stated)
96.2,1.2,CC(=O)N1CCCc2cc(S(=O)(=O)N3CCc4ccccc4C3)ccc21
90.7,3.9,Cc1ccc(-c2nc(CS(=O)(=O)CC(=O)N3CC(C)CC(C)C3)c(C)o2)cc1 (configuration not stated)
123.2,10.8,COc1ccc(NS(=O)(=O)c2ccc(Oc3ncccn3)cc2)cc1
64.9,5.6,CS(=O)(=O)N1CCN(c2ccccc2F)CC1
/,9.0,O=C(O)CCC(=O)Nc1ccc(NC(=O)CCC(=O)O)cc1
103.2,0.5,CN1CCN(C(=O)c2ccc(S(=O)(=O)c3ccc(Br)cc3)cc2)CC1

Next part:
BAP1 block,HePTP inhibitor,Structure
97.8,7.0,COCCOC(=O)c1[nH]c2c(c1C)C(=O)CC(c1cc(OC)ccc1OC)C2 (configuration not stated)
115.9,/,CC(C)Cn1c(N2CCCCC2)nc2c1c(=O)[nH]c(=O)n2C
97.9,8.3,Cc1cc(C)c2c(=O)c3c(oc2c1)C(=O)N(CCO)C3c1cccc(O)c1 (configuration not stated)
/,0.0,O=C(O)CCCCCN1C(=O)/C(=C\c2ccc(-c3ccc(Cl)c(Cl)c3)o2)SC1=S
94.0,9.0,Cc1cc(C)c2cc(C#N)c(SCC(=O)NCC3CCCO3)nc2c1 (configuration not stated)
/,5.8,Cc1occc1C(=O)NCc1ccccc1F
/,8.9,COc1ccc2ccccc2c1C1NN=C(c2ccc(C)cc2)S1 (configuration not stated)
97.1,7.7,O=C(CC1CCCCC1)NCc1ccccn1
58.4,2.8,CCOc1ccc2[nH]c(=O)c(CN(CCO)C(c3nnnn3C3CCCCC3)C(C)C)cc2c1 (configuration not stated)
87.9,4.3,CCOC(=O)c1[nH]c(C)c(C(=O)NC(C)(C)C)c1C
/,2.0,Cc1c(C(=O)Nc2ccc(Cl)cn2)cccc1[N+](=O)[O-]
68.4,6.0,O=C(c1c[nH]c2ccccc12)C(O)C(c1ccccc1)N1CCOCC1 (configuration not stated)
99.1,6.8,CC(NC(=O)c1cccnc1)C(c1cccs1)N1CCN(C)CC1 (configuration not stated)
102.9,11.4,CCOC(=O)N1CCc2c(sc(NC(=O)c3ccc(S(=O)(=O)N4CCCC4)cc3)c2C#N)C1
91.2,-3.3,Cc1nc2c(C)cccn2c1/C(O)=C1\C(=O)C(=O)N(CCN2CCOCC2)C1c1ccncc1 (configuration not stated)
/,-15.0,CC(=O)c1ccccc1NC(=O)c1ccccc1Br
90.9,9.2,N#Cc1ccc2ccn(CC(=O)NCc3ccccc3)c2c1
/,-6.3,Cc1nc2ccccc2n1CCOc1ccc(Cl)cc1
/,9.5,CCN(CC)CCCCCCOc1ccc(F)cc1
/,-7.2,O=c1[nH]c2ccc(Br)cc2c(-c2ccc(Cl)cc2)c1N1CCOCC1

New compounds follow.
BAP1 block,HePTP inhibitor,Structure
76.8,-0.1,COCC(C)NC(=O)C1CC(c2cccc(Br)c2)=NO1 (configuration not stated)
93.7,4.5,COc1ccc(C(CC(=O)O)NC(C)=O)cc1OC (configuration not stated)
117.9,6.8,c1cc(C2OCCN2CC2COC3(CCCC3)O2)ccn1 (configuration not stated)
58.1,/,COC(=O)C1=C(C)NC2=C(C(=O)CC(C)(C)C2)C1c1cccc(O)c1 (configuration not stated)
66.0,3.1,COC(=O)CC1=C(C(=O)OC)C(c2ccncc2)C(C#N)=C(N)O1 (configuration not stated)
75.8,0.0,Cc1nnc(NC(=O)CSc2cn(Cc3ccccc3)c3ccccc23)s1
/,-7.3,COc1c(Cl)cc(C(=O)Nc2cc(Cl)cc(Cl)c2)cc1Cl
105.2,4.0,Cc1cccc(C)c1OCC(O)CNS(=O)(=O)c1ccccc1C(=O)N1CCOCC1 (configuration not stated)
/,-1.5,O=C(N/N=C/C=C/c1ccccc1)c1cc(-c2ccccc2)n[nH]1
102.1,11.0,CC(OC(=O)c1cccs1)C(=O)NCc1ccco1 (configuration not stated)
89.0,5.6,COC(=O)CN1C2(C#N)CCCCC2CC2CCCCC21C#N (configuration not stated)
83.3,15.7,Cc1ccc(N2CCN(c3ccc(C)cc3)C2c2ccccn2)cc1
103.6,-0.9,N#Cc1cccc(-c2nnc(SCc3ccccc3C#N)o2)c1
90.5,9.0,COc1ccc2sc(N3C(=O)C4CC=C(C)CC4C3=O)nc2c1 (configuration not stated)
50.3,2.9,CCc1c(C(=O)NC2CCCC2)csc1C
/,9.4,Cc1cccc(OCCOc2ccc(/C=C3/SC(=S)N(C)C3=O)cc2)c1
96.3,3.9,COCCCN1C(=O)C(O)=C(C(C)=O)C1c1ccccn1 (configuration not stated)
/,5.6,c1ccc(CCSc2ncnc3nc[nH]c23)cc1
100.0,3.7,CC(C)(NCc1ccccc1Cl)C(=O)O
/,4.5,Cc1ccc(-c2cc(NC(=O)c3ccc(Cl)cc3)n[nH]2)cc1

An excerpt of these results, with each value named.
> COc1ccc(C(CC(=O)O)NC(C)=O)cc1OC (configuration not stated)
  BAP1 block: 93.7
  HePTP inhibitor: 4.5

> c1cc(C2OCCN2CC2COC3(CCCC3)O2)ccn1 (configuration not stated)
  BAP1 block: 117.9
  HePTP inhibitor: 6.8

> COC(=O)C1=C(C)NC2=C(C(=O)CC(C)(C)C2)C1c1cccc(O)c1 (configuration not stated)
  BAP1 block: 58.1
  HePTP inhibitor: /

Continuation:
BAP1 block,HePTP inhibitor,Structure
/,6.4,COc1cc(C(=O)N2CCC(Cc3ccccc3)CC2)cc(OC)c1OC
99.1,1.6,COC(=O)Cn1c(=NC(=O)CSCC(=O)Nc2cc(C)on2)sc2ccccc21
102.0,3.2,Cn1c(=N)n(CC(O)c2ccco2)c2ccccc21 (configuration not stated)
92.3,1.5,COc1ccc(CNc2oc(C)nc2C#N)cc1
124.0,/,CCn1c(SCC(=O)NCc2ccc3c(c2)OCO3)nnc1-c1c[nH]c2ccccc12
/,5.9,CCOC(=O)c1sc(NC(=O)c2cc3n(n2)C(C(F)(F)F)CC(c2ccccc2)N3)c(C(=O)OCC)c1C (configuration not stated)
/,14.5,Cc1ccc(C)c(SCC(=O)OCC(=O)c2ccco2)c1
/,18.4,Cc1ccc(/C(O)=C2\C(=O)C(=O)N(CCCC(=O)O)C2c2ccc(Cl)cc2)cc1 (configuration not stated)
83.2,13.4&1.5,O=C(NCC1COc2ccccc2O1)c1ccccc1 (configuration not stated)
103.4,6.0,CCc1cc(=O)oc2cc(OCC(=O)N3CCCc4ccccc43)ccc12
91.8,3.3,Cc1cccc(-n2ccnc2SCC(=O)Nc2nccs2)c1C
91.4,4.4,Cc1cc(C(=O)Cn2nnc3ccccc3c2=O)c(C)n1Cc1cccs1
94.1,-3.3,CCOc1ccccc1C(=O)N1CCN=C1SCc1cccnc1
/,-4.8,COCCNC(=O)c1nn2c(C(F)(F)F)cc(-c3ccc(OC)c(OC)c3)nc2c1Cl
/,1.5,CCNC(=O)C(=O)Nc1ccccc1C
104.5,9.2,Cc1cc(C)nc(N2CCN(c3ncnc4c3oc3ccccc34)CC2)n1
89.3,-0.6,Cn1c(C(=O)N2CCN(c3ccc(Cl)cc3)CC2)cc2c(=O)n(C)c3ccccc3c21
/,12.2,COc1cccc(/C=N\NC(=O)CN2CCN(Cc3ccccc3)CC2)c1O
/,3.8,O=S(=O)(Nc1cccc(-c2nc3ccccc3[nH]2)c1)c1ccccc1
/,6.4,COc1ccc2nc(C)c(CCC(C)=O)c(Cl)c2c1

Next part:
BAP1 block,HePTP inhibitor,Structure
109.8,4.4,CC1(C)Cc2c(sc3c4nnnn4c4nnnn4c23)CO1
106.6,-3.8,COc1cc(-c2nc(S(=O)(=O)c3ccc(C)cc3)c(N3CCOCC3)o2)cc(OC)c1OC
233.3,0.1,O=C(Nc1cc(C(F)(F)F)ccc1N1CCCCC1)c1ccco1
171.9,11.8,CC1(C)NC(=O)N(CC(O)COc2ccccc2-c2ccccc2)C1=O (configuration not stated)
/,-6.6,CCOc1ccc(N(CC(=O)Nc2cccc(Cl)c2)S(=O)(=O)c2ccc(SC)cc2)cc1
84.3,9.4,CCOC(=O)CNC(=O)CSc1nnc(COc2ccc(Cl)cc2)n1CC
/,-10.4,Cc1ccc(-n2c(SCC(=O)Nc3ccccc3)nc(O)c(Cc3ccccc3)c2=O)cc1
/,5.0,CCOc1ccc(N(CC(=O)Nc2ccc(C)c(Cl)c2)S(C)(=O)=O)cc1
/,-5.5,O=C1c2ccccc2C(=O)N1CN1CCN(Cc2ccccc2)CC1
95.4,0.5,Cc1nnc(SCCn2c(N3CCN(Cc4ccccc4)CC3)nc3c2c(=O)[nH]c(=O)n3C)s1
/,2.5,Cc1ccc(C23CC4CC(CC(C(=O)Nc5cccc(C(=O)O)c5)(C4)C2)C3)cc1
87.2,/,c1nc(N2CCOCC2)c2[nH]cnc2n1
96.0,-6.5,CCNS(=O)(=O)c1c(C)cc(N2CCCC2=O)cc1C
94.1,30.7,CCCCN(C)CCCNC(=O)c1cccc(N2CCCC2=O)c1
65.0,/,Clc1ccc2[nH]c3ccccc3c2c1
/,5.8,Cc1c(NC(=O)COc2ccc(Cl)cc2Cl)cccc1[N+](=O)[O-]
/,12.2,c1ccc(CCN2CCN(c3ncnc4c3cnn4-c3ccccc3)CC2)cc1
/,-2.6,Cc1cc(C)c(OCC(=O)Nc2ccc(F)cc2)c(C)c1
/,-5.4,CC(C)(C)c1ccc(S(=O)(=O)N2CCN(c3ccc(F)cc3)CC2)cc1
93.8,0.4,O=C(CN(CCc1ccccc1)C(=O)CNS(=O)(=O)c1ccccc1)NCC1CCCO1 (configuration not stated)

Four compounds already listed, ordered by the number in HePTP inhibitor, ascending:
Compound	BAP1 block	HePTP inhibitor
COCCNC(=O)c1nn2c(C(F)(F)F)cc(-c3ccc(OC)c(OC)c3)nc2c1Cl	/	-4.8
Cn1c(C(=O)N2CCN(c3ccc(Cl)cc3)CC2)cc2c(=O)n(C)c3ccccc3c21	89.3	-0.6
CCN(CC)CCCCCCOc1ccc(F)cc1	/	9.5
CC(OC(=O)c1cccs1)C(=O)NCc1ccco1 (configuration not stated)	102.1	11.0

Other compounds:
BAP1 block,HePTP inhibitor,Structure
/,2.5,COc1ccc(OC)c(N2C(=O)C3C4C=CC(CC4)C3C2=O)c1 (configuration not stated)
/,-12.5,COc1cccc(NC(=O)CN(c2ccc(C)c(Cl)c2)S(C)(=O)=O)c1
/,-3.3,O=C(/C=C/c1ccccc1)N1CCc2ccccc21
96.9,8.5,Nc1cc(=O)[nH]c(=O)n1Cc1ccco1
/,0.8,Cc1cc(=O)oc2cc(OCC(=O)OC(C)C)c(Cl)cc12
137.3,2.0,O=C(CNC(=O)c1cccs1)NC1=NCCS1
103.1,10.2,CN1C(=O)CC(N2CCN(C(c3ccccc3)c3ccccc3)CC2)C1=O (configuration not stated)
98.9,-6.1,CCOC(=O)N1CCN(Cc2nc3c(c(=O)n(C)c(=O)n3C)n2Cc2ccccc2C)CC1
96.1,-4.3,Cc1cc(N2C(=O)C3C4C=CC(C4)C3C2=O)ccc1Br (configuration not stated)
97.6,2.3,CC1CN(C2CCCCC2)c2nc3c(c(=O)n(C)c(=O)n3C)n2C1 (configuration not stated)
/,-6.3,O=c1[nH]c(N2CCCCCC2)nc2ncn(Cc3ccccc3)c12
179.7,8.1,NS(=O)(=O)c1ccc(NCc2c(F)cccc2Cl)cc1
110.3,9.6,O=C(CSc1nc2ccccc2o1)Nc1ccc(N2CCOCC2)c(Cl)c1
/,4.1,O=C(COc1ccc2ccccc2c1)Nc1ccc(Cl)cc1Cl
58.3,5.3,O=C(CSc1nnc(Cc2cccs2)n1-c1ccccc1)NCc1ccc2c(c1)OCO2
81.3,-8.8,N#Cc1ccc(OCc2nnc(SCC(=O)N3CCCc4ccccc43)n2-c2ccccc2)cc1
/,-2.5,CCOC(=O)c1cc2c(=O)n3ccccc3nc2n(CCOC)c1=NC(=O)c1ccncc1
65.0,3.4,COc1ccc(C2(C(=O)Nc3cc(C)on3)CCOCC2)cc1
/,-3.1,O=C(Nc1ccc(S(=O)(=O)NCc2ccco2)cc1)c1ccc2ccccc2n1
/,6.8,O=C(O)CCC(=O)N1N=C(c2ccc(Br)cc2)CC1c1ccc(Br)cc1 (configuration not stated)

Remaining list, next part.
BAP1 block,HePTP inhibitor,Structure
/,9.2,O=C(NNC(=O)C(c1ccccc1)c1ccccc1)C(c1ccccc1)c1ccccc1
/,-11.7,C/C(=N\NC(=O)Cc1ccc(Cl)cc1)c1ccc(Cl)s1
61.6,14.5,COCCOC(=O)C1=C(C)NC(=O)CC1c1cccc(Cl)c1 (configuration not stated)
147.8,3.4,CCCc1nc2ccccc2n2cc3c(=O)n(C)c(=O)n(C)c3c12
/,-7.3,O=C(Nc1ccccc1-c1ccccc1)c1ccc(F)cc1
